# USP2a block = qHTS Assay for Inhibitors of Ubiquitin-specific Protease USP2a Using CHOP2 as the Reporter | Potency, µM (top dose mostly 38.3 µM), inactives show at the highest dose activity change, negative = inhibition, actives largely listed as inhibitors | 0.01% of 330,000 active | Ubiquitin carboxyl-terminal hydrolase 2 (Homo sapiens), O75604 | USP2 core, Ub-CHOP2 coupled fluorogenic reporter, 485/531;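 also: potency is read from the fitted curve at half-maximal effect; plate controls were DMSO wells for no effect and full inhibition by NEM control for full effect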
# Target sequence (O75604 whole entry, looked up): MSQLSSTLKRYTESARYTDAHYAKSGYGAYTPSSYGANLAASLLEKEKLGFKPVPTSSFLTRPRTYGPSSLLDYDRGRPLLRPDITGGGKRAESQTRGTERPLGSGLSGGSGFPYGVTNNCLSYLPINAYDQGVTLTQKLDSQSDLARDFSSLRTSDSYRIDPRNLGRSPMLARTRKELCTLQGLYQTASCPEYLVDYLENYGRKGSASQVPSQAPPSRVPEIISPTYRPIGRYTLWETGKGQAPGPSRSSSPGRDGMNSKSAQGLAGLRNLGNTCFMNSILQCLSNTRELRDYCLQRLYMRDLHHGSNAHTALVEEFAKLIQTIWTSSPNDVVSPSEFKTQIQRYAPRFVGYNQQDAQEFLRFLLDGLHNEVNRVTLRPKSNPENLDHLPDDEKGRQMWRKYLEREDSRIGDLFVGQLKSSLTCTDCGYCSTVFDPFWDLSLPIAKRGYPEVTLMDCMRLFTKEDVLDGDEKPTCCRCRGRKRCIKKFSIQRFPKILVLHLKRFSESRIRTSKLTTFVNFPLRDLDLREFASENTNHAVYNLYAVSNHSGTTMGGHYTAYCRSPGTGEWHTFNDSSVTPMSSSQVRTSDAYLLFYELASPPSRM
#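 Cell-free coupled assay: 10nM USP2 core preincubated 30min RT with compound in Tris-HCl pH 8.0/CaCl2/CHAPS buffer, then 25nM Ub-CHOP2 and 25nM reporter substrate; fluorescence (Ex 485/Em 531) read after 60min RT, normalized to NEM inhibition, concentration-response curves fitted.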
# B2AR arrestin = qHTS assay of beta-arrestin-biased ligands of beta2-adrenergic receptor; Beta-2 adrenergic receptor (Homo sapiens), P07550; beta-arrestin recruitment to beta2AR, cell-based reporter; Potency, µM (series often up to 46.1 µM), inactives show at the highest dose activation, usual class: activators; 0.02% of 330,000 active; AID 492947, 2010;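 also: potency is read from the fitted curve at half-maximal effect; 0% = DMSO controls and full agonism = EC100 isoproterenol or metaproterenol; nearly all actives have a fitted effect of over 65% in size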
# TRPV1 ag = HTS Assay for Compounds that Act as Agonists of the Vanilloid Receptor 1; TRPV1-expressing cells, Fluo-8 calcium influx, agonist mode; activation, % at 8.33 µM; 0.19% of 320,000 active; AID 540275, 2011; in the data active = activation above about 80%; inconclusive = between about 30% and that limit; also: 0% is about no effect
#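 Fluo-8 calcium influx in TRPV1-expressing cells, kinetic read (ex 480/em 520 nm). Compound added and read 3 min for agonist activity, followed by capsaicin at EC20 final and 2 min further read for enhancement.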
# BRCA1 expr act = qHTS Assay to Identify Small Molecule Activators of BRCA1 Expression | MCF7-BRCA1-FFLuc reporter, luminescence, 48 h; response scale: scaled: vehicle 0%, 10 µM genistein 100% | Potency, µM (series often up to 46.1 µM), for the others: at the top dose activation, usual class: activators | 1.1% of 380,000 active | AID 624202, 2012; also: potency is read from the fitted curve at half-maximal effect; nearly all actives have a fitted effect of over 80% in size; some results filed as inactive show a strong effect at the top dose
#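 Cells: MCF7-BRCA1-FFLuc, 2000/well. Exposure: 48 h, 37 °C, 5% CO2. Read: luminescence, 15 min post-substrate. Controls: genistein 10 microM (maximal activation), DMSO (neutral).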
# ELG1 genotoxic = qHTS screen for small molecules that induce genotoxicity in human embryonic kidney (HEK293T) cells expressing luciferase-tagged ELG1; HEK293T ELG1-luciferase reporter, luminescence, 16 h; Potency, µM (series often up to 46 µM), inactives show at the highest dose activity change, positive = activation, usual class: activators; 1.3% of 330,000 active; also: potency is read from the fitted curve at half-maximal effect; % of control where 0% means no effect; nearly all actives have a fitted effect of over 60% in size
#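 Quantitative HTS format in 1536-well plates. HEK293T ELG1-luciferase reporter cells receive test compound and are incubated 16 hr at 37 °C, 5% CO2; ONE-Glo added, 30 min room temperature, then luminescence read.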
# p53 reactivation = qHTS assay for re-activators of p53 using a Luc reporter | H1299 p53-A138V BP100-luciferase reporter, luminescence, 24 h | Potency, µM (top dose mostly 92.2 µM), for inactives: top-dose activity change, positive = activation, actives largely listed as activators | 0.063% of 320,000 active | AID 504706, 2011; also: potency is read from the fitted curve at half-maximal effect; % of control where 0% means no effect; nearly all actives have a fitted effect of over 45% in size
#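 p53-null H1299 cells stably carrying temperature-sensitive p53-A138V and a BP100-luciferase reporter were pinned with compounds (4-point, 1:5 series) and held 24 hrs at 37 deg C. Luminescence was read 10 min after detection reagent.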
# TSG101-PTAP inh = qHTS Assay for Iinhibitors of HIV-1 Budding by Blocking the Interaction of PTAP/TSG101. Tumor susceptibility gene 101 protein (Homo sapiens), Q99816. Fluorescence polarization, FITC-PTAP peptide / Tsg101 binding. Potency, µM (titrated, usually from 115 µM), for inactives: at the top dose activity change, negative = inhibition, hits mostly inhibitors. 340,000 tested, under 10 active. AID 493005, 2010; active = well fitted inhibition curve with a large enough effect in the main read-out, with a control signal flat, not every such curve was filed as active; inconclusive = small, poorly fitted or top-dose-only effect, or effect the other way, or a change in a side signal; inactive = no such curve, though single readings can be large or run the other way; also: potency is read from the fitted curve at half-maximal effect; % of control where 0% means no effect
# Target sequence (Q99816 whole entry, looked up): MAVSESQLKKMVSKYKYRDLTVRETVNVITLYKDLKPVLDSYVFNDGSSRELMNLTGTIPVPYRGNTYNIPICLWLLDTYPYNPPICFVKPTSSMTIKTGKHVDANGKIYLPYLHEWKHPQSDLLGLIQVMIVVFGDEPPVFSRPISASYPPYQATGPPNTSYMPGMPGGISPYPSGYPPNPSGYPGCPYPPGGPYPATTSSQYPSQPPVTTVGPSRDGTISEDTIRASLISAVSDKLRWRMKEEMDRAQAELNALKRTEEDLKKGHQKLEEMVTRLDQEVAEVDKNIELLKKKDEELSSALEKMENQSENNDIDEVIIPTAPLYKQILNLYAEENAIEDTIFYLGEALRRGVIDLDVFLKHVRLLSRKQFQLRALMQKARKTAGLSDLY
#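 Steps: Tsg101 binding domain dispensed (10 uM final), compounds pinned in DMSO, FITC-labeled PTAP-motif peptide added (50 nM final); after 20 min binding at room temperature, polarization measured.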
# uPA generation = qHTS for Inhibitors of Cell Surface uPA Generation; cell surface uPA generation assay, qHTS; Potency, µM (series often up to 38.3 µM), inactives show at the highest dose activity change, negative = inhibition, usual class: inhibitors; 0.31% of 330,000 active; active = well fitted inhibition curve with a large enough effect; inconclusive = small, poorly fitted or top-dose-only effect; inactive = no such curve, though single readings can be large or run the other way; tested in mouse RAW 264.7 cells; also: potency is read from the fitted curve at half-maximal effect; % is scaled to controls: 0 for no effect and ±100 for the full control effect; nearly all actives have a fitted effect of over 55% in size
# Integrin act MD = qHTS for Activators of Integrin-Mediated Alleviation for Muscular Dystrophy. alpha7betagal myoblasts, beta-gal FDG fluorescence, 48 h. Potency, µM (doses to about 38.3 µM), inactives show at the top dose activation, usual class: activators. 0.064% of 350,000 active. AID 624291, 2012;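 also: potency is read from the fitted curve at half-maximal effect; 100% = response of the positive control SU9516; nearly all actives have a fitted effect of over 60% in size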
#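 Alpha7betagal+/- myoblasts (passage 13) were plated 16-24 hr, then exposed to compounds (1:260 dilution of DMSO stock) for 48 hours at 37C. After MPER lysis, β-galactosidase reporter activity was read as FDG fluorescence (ex 480/em 540) after 30 minutes.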
# Eya2 phos inh = qHTS Assay for Inhibitors of the Phosphatase Activity of Eya2; recombinant Eya2, OMFP fluorescence dephosphorylation (OMFP is methylfluorescein phosphate); Potency, µM (series often up to 76.9 µM), for inactives: top-dose activity, negative = inhibition, usual class: inhibitors; 0.006% of 330,000 active; also: potency is read from the fitted curve at half-maximal effect; % is scaled to controls: 0 for no effect and ±100 for the full control effect
#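 Eya2 protein (added as 0.2 uM solution) was preincubated with compound for 10 min at ambient temperature in 50 mM HEPES pH 7.5, 50 mM NaCl, 5 uM MgCl2, 0.05% BSA, 1 mM DTT. OMFP (added at 50 uM) then reacted 10 min; fluorescence read at 485/525 nm.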
# ASM inhibitor = Inhibitors of Secretory Acid Sphingomyelinase (S-ASM): qHTS. Potency, µM (top dose mostly 57.5 µM), inactives show at the top dose activity change, negative = inhibition, hits mostly inhibitors. 0.006% of 340,000 active. placental ASM, HMU-PC fluorogenic substrate, 60 min. Sphingomyelin phosphodiesterase (Homo sapiens), P17405; also: potency is read from the fitted curve at half-maximal effect
#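 Steps: dispense placental human ASM, pin compound, wait 10 min at room temperature, add HMU-PC0 substrate at 9 uM final, incubate 60 min at 37 °C, add stop solution raising pH to 10, read fluorescence.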
# * = called active by the depositor; ? = inconclusive; . = no result given; [ ] = remark or other dose. Unless noted, calls follow the shape of the dose curve; as a rule, active = well fitted curve in the direction sought with a large enough effect; inconclusive = small, poorly fitted or top-dose-only effect, or another doubt; inactive = no such curve, though single readings can be large; an effect the other way counts as inactive or inconclusive. Compounds as they come (roughly 2.6% active in at least one column).
smiles,TSG101-PTAP inh,B2AR arrestin,USP2a block,p53 reactivation,ELG1 genotoxic,ASM inhibitor,Eya2 phos inh,Integrin act MD,uPA generation,BRCA1 expr act,TRPV1 ag
COc1ccc(-n2ncc3c(N4CCCCC4)ncnc32)cc1,2%,-0.8%,0%,-23%,0.065µM*,1%,-11%,4%,1.3µM*,-76%,29
CCOC(=O)c1c(N)sc(C(C)=O)c1C,-7%,-0.6%,1%,24%,9%,-1%,1%,28%,-8%,8%,-3
COC(=O)c1sc(-c2ccccc2)cc1NC(=O)c1ccccc1,-3%,-1.0%,5%,-4%,0%,10%,-4%,-1%,10%,-29%,-1
Cn1c(CNC(=O)c2ccc(Cl)c(Cl)c2)nnc1SCC(=O)Nc1sc2c(c1C#N)CCCC2,-7%,-0.1%,1%,1%,2%,-2%,-23%,19%,.,1%,0
CCc1n[nH]c2c1/C(=N\O)CC(C)(C)C2,-2%,0.4%,3%,0%,-4%,0%,5%,-4%,6%,12%,-2
CCCC(=O)Nc1nc2c(C)c(Cl)ccc2s1,1%,-0.6%,0%,5%,-8%,1%,-4%,-3%,-4%,35%,?
CCOC(=O)c1c(C)[nH]c(C(=O)COC(=O)c2ccccc2NC(=O)c2ccco2)c1C,-2%,-0.2%,1%,0%,2%,-2%,1%,-8%,-2%,2%,0
C/C(=N/OC(=O)c1ccc(C)cc1)c1cccs1,-5%,0.5%,-3%,2%,1%,1%,-23%,5%,4%,38%,26
O=c1[nH]n2c(=O)c3c([nH]c2c1N=Nc1cccc(Cl)c1)CCCC3,-4%,-0.6%,-1%,-4%,0%,10%,5%,6%,7%,-6%,1
NC(=O)c1cnn2c(C(F)(F)F)cc(-c3ccccc3)nc12,-7%,.,.,.,.,30%[activator],.,2%,-5%,-36%,-4
CC(=O)N1CCc2c(sc(NC(=O)Cc3ccccc3)c2C(N)=O)C1,-12%,0.4%,1%,0%,-1%,156%[activator],-2%,8%,4%,-11%,-2
C/C(=N\NC(=O)c1ccc(CSc2cccc3cccnc23)cc1)C1CCCCC1,-6%,-0.5%,-7%,2%,0%,6%,-3%,10%,-1%,1%,0
COc1ccc(C2C(C(C)=O)=C(O)C(=O)N2c2ccc(F)cc2)cc1 (stereo not drawn),-5%,0.1%,0%,.,0%,-4%,-3%,33%,27%,5%,3
Cc1ccc(S(=O)(=O)N2CC(O)C[C@H]2C(=O)OCC(=O)Nc2ccc(N3CCCCC3)cc2)cc1C (stereo partly drawn),2%,0.3%,-10%,0%,4%,1%,-5%,10%,1%,47%,-1
CC(=O)c1cccc(CN2CCCC(CCC(=O)NCc3ccc(F)c(F)c3)C2)c1 (stereo not drawn),-12%,0.3%,2%,-2%,0%,3%,-3%,?,8%,-24%,1
COCCn1c(CN(C)Cc2ccccc2)nc2c1c(=O)n(C)c(=O)n2C,-4%,-0.3%,4%,-1%,-8%,2%,-14%,-19%,2%,4%,2
Cc1ccccc1C(OCCN(C(C)C)C(C)C)c1ccccc1 (stereo not drawn),-2%,-0.1%,-4%,1%,-8%,4%,-15%,-51%[inhibitor],-8%,-42%,-1
COC(=O)c1c(NC(C)=O)sc(C(=O)N2CCOCC2)c1C,-8%,-0.2%,-1%,4%,0%,-1%,-14%,-7%,0%,-3%,0
C/C(=N\NC(=S)NCCc1ccccc1)c1ccc(Cl)cc1Cl,-1%,?,2%,27%,-25%,-2%,-8%,-21%,-2%,-40%,2
CC1CCN(C(=O)COC(=O)c2cc3ccccc3oc2=O)CC1,1%,-0.4%,3%,-1%,-1%,1%,-1%,-4%,19%,-3%,.
COCCNC(=S)Nc1ccc([N+](=O)[O-])cc1C,-2%,-0.3%,5%,0%,-4%,1%,-3%,15%,0%,-2%,-11
CCOC(=O)CSc1nc(C)c2ccccc2n1,-2%,-0.4%,5%,14%,16%,1%,-3%,13%,5%,-10%,-3
O=C1/C(=C/c2cccc(Br)c2)SC(=S)N1/N=C/c1cc([N+](=O)[O-])ccc1O,-2%,-0.2%,7%,9%,-3%,-13%,?,-10%,-1%,-5%,1
COc1cc(Cn2ccnc2)c(OC)cc1Cn1ccnc1,-3%,0.2%,1%,-4%,4%,1%,17%,15%,3%,-16%,0
CC(=O)Nc1ccc(NC(=O)C(C)N2CCN(S(=O)(=O)c3ccc(C)cc3)CC2)cc1 (stereo not drawn),0%,-0.2%,-1%,-2%,-1%,0%,-9%,25%,-2%,-6%,-2
COc1ccc(CC(=O)NNC(=O)c2cccnc2)cc1OC,-4%,-0.1%,0%,-2%,-1%,3%,8%,-6%,17%,26%,-2
Cn1c(CSCc2ccc(F)cc2)nnc1SCC(=O)Nc1cccc(C(=O)O)c1,-5%,0.4%,0%,0%,1%,-4%,6%,17%,3%,19%,-1
COc1ccccc1NS(=O)(=O)c1ccc2oc(SC(C)C(=O)N3CCNC3=O)nc2c1 (stereo not drawn),-9%,0.0%,2%,7%,-8%,-6%,-13%,-49%[inhibitor],?,0%,5
COc1ccc(C(=O)c2ccc(Cl)cc2Cl)cc1,-1%,-0.3%,-3%,10%,15%,0%,13%,1%,-3%,1%,3
O=C(NC(=S)Nc1nc2ccccc2s1)c1ccco1,-3%,-0.9%,4%,?,?,-1%,-7%,-22%,-8%,33%,15
Cc1cccc(N(C(=O)CNC(=O)c2ccco2)C(C(=O)NC2CCCC2)c2cccnc2)c1 (stereo not drawn),-13%,-3.7%,-2%,-6%,-2%,-1%,5%,24%,0%,-31%,1
COc1ccc(NC(=O)c2cnc(SC)nc2)cc1,-4%,-0.1%,0%,.,5%,-1%,0%,-3%,?,-1%,25
COc1ccc(-c2ccnc3nc(N4CCN(c5ccccc5)CC4)nn23)cc1,-3%,-0.4%,1%,7%,0%,-21%,2%,-17%[7.66 µM],3%,0%,24
Cc1c(OCC(=O)N(C)C)ccc2c3c(c(=O)oc12)CCCCC3,-3%,0.2%,1%,0%,3%,2%,-17%,37%,10%,19%,1
CCOC(=O)C1CCN(C(=O)CNC(=O)OC(C)(C)C)CC1,-13%,0.1%,-1%,0%,0%,-1%,-5%,-8%,-1%,-2%,1
Cc1nc(C)n(CC(=O)c2ccc(Cl)cc2Cl)n1,-2%,0.5%,4%,2%,-2%,1%,5%,20%,-5%,11%,1
O=C(c1ccc([N+](=O)[O-])c(CS(=O)(=O)c2ccc(Cl)cc2)c1)N1CCCCC1,-5%,0.2%,0%,2%,-2%,1%,-5%,-17%,-2%,-2%,-9
Cc1ccc(C(=O)c2c3ccc(C(F)(F)F)cc3[n+]([O-])n2CCCN)cc1,-2%,-1.2%,1%,?,0%,-20%,16%,16%,-14%,-1%,-3
CN(CC(=O)Nc1ccccc1Br)C(=O)COc1ccc2ccccc2c1,-2%,-3.0%,3%,-4%,-4%,-7%,11%,-8%,3%,-2%,16
O=C(NN=C1CCCCCC1)c1ccc2c(c1)OCO2,-1%,0.4%,-2%,8%,16%,-2%,10%,-29%,-2%,45%,?
O=C(Cc1ccc(Cl)cc1)Nc1ccc(-c2cc3ccccc3oc2=O)c(Cl)c1,-9%,4.4%,4%,?,-2%,14%,8%,2%,-10%,-69%,7
CCN(C(=O)CSc1ncn[nH]1)C1CCCCC1,-7%,3.8%,1%,-4%,2%,-2%,-2%,-28%,.,7%,2
Cc1ccccc1-n1c(C)nnc1SCc1nc2ccccc2s1,2%,0.4%,-1%,?,?,5%,5%[15.4 µM],-11%,-3%,25%,3

# High-throughput results as filed in PubChem.
